# High-throughput results: PubChem, several laboratories
# NF-kB expr up: activators of NF-kB expression in neurons, primary screen, cell-based, HTS | human neuronal cells, NF-kB reporter expression; active compounds read high | fold change at 12.5 µM | 190,000 compounds, 1.6% hits; in the data active means fold change above about 3.3
# FLuc stim CS: FLuc activators, initial screening, artefact control for FLuc-dependent activation tests, biochemical, ATPlite luminescence | 200,000 tested, under 10 active | AID 1027, 2008 | Luciferin 4-monooxygenase (Photinus pyralis), P08659 | ATPlite luciferase biochemical, 10 min; 0 = ATP-free wells, 1 = DMSO control | activation factor at 10 µM;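 active means luciferase activation factor, scaled between plate controls, of at least 2 with compound at 10 µM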
#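 Assay system: Luciferase/luciferin detection reagent, cell-free biochemical luciferase assay / Read-out: luciferase activation / Benchmarks: No-ATP low control, compound-free enzyme-plus-ATP high control / Medium: PBS buffer for ATP / Detection: luminescence measurement of luciferase light output / Schedule: 10 min at ambient temperature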
# PMI act hi M6P: human PMI activators, high substrate, primary screen, biochemical, fluorescence intensity, near-saturating mannose 6-phosphate; 190,000 compounds, 0.34% hits; Mannose-6-phosphate isomerase (Homo sapiens), P34949; activation factor at 20 µM; coupled PMI enzyme assay, resazurin fluorescence, 20 min; active compounds read high; 1 = untreated enzyme, 0 = substrate-free blank;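 active means activation factor of 2 or more at 20 µM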
# Target sequence (P34949 whole entry, looked up): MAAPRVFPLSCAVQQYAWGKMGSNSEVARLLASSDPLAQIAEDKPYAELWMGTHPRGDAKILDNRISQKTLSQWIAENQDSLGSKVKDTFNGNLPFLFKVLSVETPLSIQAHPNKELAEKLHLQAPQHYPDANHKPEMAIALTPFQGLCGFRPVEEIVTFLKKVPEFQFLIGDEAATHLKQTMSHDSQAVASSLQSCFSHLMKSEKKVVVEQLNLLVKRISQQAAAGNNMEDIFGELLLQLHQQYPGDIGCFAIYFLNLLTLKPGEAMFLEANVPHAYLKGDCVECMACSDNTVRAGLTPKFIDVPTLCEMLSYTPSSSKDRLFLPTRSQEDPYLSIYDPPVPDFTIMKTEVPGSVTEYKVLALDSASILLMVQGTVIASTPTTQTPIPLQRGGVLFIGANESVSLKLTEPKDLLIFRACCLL
#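 Test system – human PMI in coupled enzyme assay · Timing – 20 min incubation at room temperature · Detection – Diaphorase-driven resazurin-to-resorufin fluorescence, excitation 544, emission 590 nm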
# TNAP act hi DEA: TNAP activators at high phosphate acceptor level, primary screen, biochemical, luminescence, uHTS | activation factor at 20 µM | 200,000 tested, under 10 active | purified TNAP, CDP-star luminescence, 1 M DEA, 30 min; active compounds read high; 0 = EDTA background, 1 = DMSO-only activity | Alkaline phosphatase, tissue-nonspecific isozyme (Homo sapiens), P05186;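 active means activation factor at least 2 at 20 µM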
# Target sequence (P05186 whole entry, looked up): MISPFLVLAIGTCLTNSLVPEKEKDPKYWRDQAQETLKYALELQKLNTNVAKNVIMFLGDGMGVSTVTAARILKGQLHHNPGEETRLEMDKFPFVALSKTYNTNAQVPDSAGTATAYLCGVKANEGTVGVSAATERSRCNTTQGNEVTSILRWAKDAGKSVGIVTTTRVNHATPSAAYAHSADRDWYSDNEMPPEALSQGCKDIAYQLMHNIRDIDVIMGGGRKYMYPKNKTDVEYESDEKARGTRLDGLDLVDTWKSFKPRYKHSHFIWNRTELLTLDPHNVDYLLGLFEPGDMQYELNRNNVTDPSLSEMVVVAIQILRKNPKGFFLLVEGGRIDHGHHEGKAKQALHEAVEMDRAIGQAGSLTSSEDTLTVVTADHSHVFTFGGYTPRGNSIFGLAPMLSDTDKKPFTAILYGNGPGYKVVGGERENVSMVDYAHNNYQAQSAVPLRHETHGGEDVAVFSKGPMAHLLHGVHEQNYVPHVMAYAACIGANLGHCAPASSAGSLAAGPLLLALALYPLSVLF
#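 Measured by: Luminescent substrate turnover signal | Test system: Human TNAP | Input: TNAP 1/800 final | Dosing: 20 µM single point | Schedule: 30 min, room temperature | Controls: EDTA wells as negative control, DMSO wells as positive control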
# TNAP inh hiacc: human TNAP enzyme inhibitors, primary screen, biochemical, luminescent, high phosphate acceptor level, uHTS; AID 1135, 2008; 200,000 compounds, 0.03% hits; inhibition, % at 20 µM; Alkaline phosphatase, tissue-nonspecific isozyme (Homo sapiens), P05186; purified TNAP, CDP-star luminescence, 1 M DEA;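 active means over 50% inhibition of tissue-nonspecific alkaline phosphatase at 20 µM in the single-dose screen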;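 further: plate controls were DMSO wells for no effect and EDTA-quenched wells as full inhibition for full effect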
# bIAP act: bovine intestinal alkaline phosphatase activators, primary screen, biochemical, bovine IAP, CDP-star luminescence; alkaline phosphatase, intestinal [Bos taurus]; purified bovine IAP, 30 min; active compounds read high; fold of DMSO-control signal, blank-subtracted; activation factor at 20 µM; 200,000 compounds, 0.17% hits; AID 1016, 2008;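 active means activation factor of 2 or more at 20 µM, a signal rise over negative controls twice the positive control's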
# FLuc inh counter: firefly luciferase enzyme inhibitors, primary screen, artefact control for luciferase-based inhibitor screens, biochemical, luminescence, ATPLite. 10 min. inhibition, % at 10 µM. 200,000 compounds, 1.5% hits. AID 1006, 2008;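 active means inhibition above about 50% when tested at 10 µM, limit read from the data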
# TNAP inh noacc: human TNAP enzyme inhibitors, primary screen, biochemical, luminescent, no phosphate acceptor, uHTS. Alkaline phosphatase, tissue-nonspecific isozyme (Homo sapiens), P05186. purified TNAP, CDP-star luminescence, 30 min. inhibition, % at 20 µM. 200,000 compounds, 0.26% hits. AID 1012, 2008;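 active means tissue-nonspecific alkaline phosphatase inhibition above about 50% at 20 µM in the single-dose screen, limit read from the data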;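 further: 0% = DMSO negative control and 100% = EDTA positive control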
# APP 5'UTR act: activators of APP 5'UTR luciferase reporter, primary screen, SH-SY5Y cells; SH-SY5Y APP 5'UTR luciferase reporter, luminescence; zero percent = DMSO vehicle wells; activation, % at 2 µM; 190,000 compounds, 1% hits;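 active means activation above a set limit, based on mean plus 3 SD of controls, cut at about 140% in these data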; further: values of inactives mirror those of a sister screen read the other way
# PMI act: activators of human PMI, primary screen, biochemical, fluorescence intensity, near-Km mannose 6-phosphate; 190,000 compounds, 0.005% hits; activation factor at 20 µM; AID 1214, 2008; purified human PMI, coupled resazurin fluorescence, 20 min; active compounds read high; 1 = vehicle control, 0 substrate-free wells;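 active means activation factor of 2 or more at 20 µM, relative to plate controls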
# Starred values were filed as active, the others as inactive; nt = no result given.
SMILES	NF-kB expr up	FLuc stim CS	PMI act hi M6P	TNAP act hi DEA	TNAP inh hiacc	bIAP act	FLuc inh counter	TNAP inh noacc	APP 5'UTR act	PMI act
Cc1cc2ccccc2n1CCNC(=O)c1cccs1	0.81	1	1.3	1	-2	1	-3	-12	-1	1.1
COc1ccc(C(=O)NNS(=O)(=O)c2ccccc2)cc1	1.2	0.9	1	1	1	0.8	8	-8	10	0.9
Cc1csc(NC(=O)c2cc[n+]([O-])cc2)n1	0.98	1	0.9	1	-1	1	-4	-8	-5	1
CC(C)c1ccc(/C=C(/C#N)c2nnc(NC(=O)c3ccccc3)s2)cc1	1.3	1	0.9	1	-3	0.9	-1	-5	0	1
CCCCSc1n[nH]c(N)n1	1.1	1.1	1	1	-3	1.1	-6	19	-24	1
O=C(COC(=O)CNC(=O)c1ccc(Br)o1)Nc1ccccc1OC(F)F	0.96	1.1	1	1	-3	1	-8	-15	-15	1
O=C(NC(=S)Nc1ccc(-c2ccc(CO)o2)cc1)c1cccs1	1.3	0.9	1.7	1	5	0.9	14	-1	2	1.3
COc1cccc(C(=O)Cn2c(=O)n(CC3CCCO3)c(=O)c3ccccc32)c1 (configuration not stated)	0.98	1.1	1	1	-4	1	-8	2	2	1
Cc1cccc(NC(=O)CSc2nnc(NC(=O)CN3CCCCC3)s2)c1	1	1	1	1	1	0.7	-4	2	-4	1
O=C(NCc1ccccc1)c1ccc(S(=O)(=O)N2CCCC2)cc1	0.97	1.1	1	1	-5	0.9	-5	6	-51	1
CCn1c(SCc2nc3ccccc3c(=O)[nH]2)nnc1C(C)NC(=O)c1ccccc1 (configuration not stated)	1	1	1	1	0	1.1	-3	1	3	1.1
CCOCc1nnc(NC(=O)CSCc2ccccc2)s1	1.1	1.1	1	1	-4	1	-8	-12	4	1
COc1ccc(NS(=O)(=O)c2ccc(N3CCCC3)c(NC(=S)Nc3ccc(SC(F)F)cc3)c2)cc1	0.93	1	0.8	1	-3	0.9	0	-42	1	0.4
CCOc1ccccc1N(CC(=O)Nc1cccnc1)S(C)(=O)=O	1.3	1	1	1	-3	0.9	-4	-7	6	0.9
Cc1[nH]c2ccc(C(=O)O)cc2c1C	1.2	1	1	1.1	-8	1	2	-7	-1	1
O=C(NCc1cccnc1)C1CCCN(S(=O)(=O)c2cccc3nsnc23)C1 (configuration not stated)	1.1	1.1	1	1.1	-6	0.9	-8	-8	7	1

# Exported field by field: part of the list above.
> CCCCSc1n[nH]c(N)n1
  NF-kB expr up = 1.1 | FLuc stim CS = 1.1 | PMI act hi M6P = 1 | TNAP act hi DEA = 1 | TNAP inh hiacc = -3 | bIAP act = 1.1 | FLuc inh counter = -6 | TNAP inh noacc = 19 | APP 5'UTR act = -24 | PMI act = 1
> O=C(COC(=O)CNC(=O)c1ccc(Br)o1)Nc1ccccc1OC(F)F
  NF-kB expr up = 0.96 | FLuc stim CS = 1.1 | PMI act hi M6P = 1 | TNAP act hi DEA = 1 | TNAP inh hiacc = -3 | bIAP act = 1 | FLuc inh counter = -8 | TNAP inh noacc = -15 | APP 5'UTR act = -15 | PMI act = 1

# Later entries
SMILES	NF-kB expr up	FLuc stim CS	PMI act hi M6P	TNAP act hi DEA	TNAP inh hiacc	bIAP act	FLuc inh counter	TNAP inh noacc	APP 5'UTR act	PMI act
O=C(O)CCc1ccc(-c2ccc(Cl)cc2)n1CCC(=O)O	1.1	1	1	1	-3	1	2	-8	-2	1
O=C(Cc1cccs1)N(Cc1cccs1)C1(C(=O)NC2CCCC2)CCCCC1	0.65	1	1	1.1	-7	1.2	-1	-19	-14	0.9
CC(C)c1onc(C(=O)NC(C)c2ccccc2)c1[N+](=O)[O-] (configuration not stated)	0.85	1	1	1	0	0.9	5	0	3	1
Cc1occc1C(=O)Nc1cc(C(F)(F)F)ccc1Cl	1.4	1	0.9	1	2	1	-3	-7	2	0.8
O=[N+]([O-])c1ccccc1N/N=C1\CC2CC=CC12 (configuration not stated)	1.3	0.9	0.9	0.7	34	0.7	8	26	58	1
O=C1N/C(=N/N=C/c2ccccc2)SC1(c1ccccc1)c1ccccc1	1.3	1	0.9	1.1	-8	1	1	-14	nt	0.9
CCOC(=O)CSc1nc(-c2ccccc2)nc2c1oc1ccccc12	1	1	1.1	1	-2	0.8	-2	-8	-15	1
COc1ccc(-c2cc(=O)[nH][nH]2)cc1	0.93	1.1	0.9	1	-4	1	-5	-14	-6	0.9
C=CCN(c1ccc(C(=O)Nc2ccc3c(c2)OCO3)cc1)S(C)(=O)=O	1.3	1	0.8	1	-5	0.9	2	-9	-10	0.9
CCOc1ccc(-c2nnc(-c3ccncc3)o2)cc1OCC	0.84	1.1	1	1.1	-6	1.1	-6	-6	14	1
COc1cccc(CN(CC2CCCO2)S(=O)(=O)c2ccc(S(=O)(=O)NCC3CCCO3)cc2)c1OC (configuration not stated)	0.87	1	1.2	1.1	-9	1.1	-4	-3	-15	1.1
O=C(Nc1ccccc1C(=O)O)c1ccc(Br)o1	1.7	0.9	1	1.1	-6	0.8	15	-13	16	1
Cc1cccc(NC(=O)/C(=C\c2ccco2)NC(=O)c2cccs2)c1	1.2	1	1	1	-5	0.9	2	-11	-1	1
CS(=O)(=O)N1CCN(C(=O)c2cc(-c3cccnc3)nc3ccc(Cl)cc23)CC1	0.65	1	1	1	-3	1.3	0	-2	8	1.1
Cc1ccc2nc(C3CCCN(C(=S)Nc4ccccc4C)C3)[nH]c2c1 (configuration not stated)	0.84	1	0.9	1	-1	1	-2	-1	-4	0.9
COc1ccc(/C=C(/NC(=O)c2ccccc2)c2nc3ccc(Cl)cc3[nH]2)cc1OC	0.54	1.1	0.8	1.1	-6	1.1	-5	-22	34	1

# No new results follow: entries from further up.
SMILES	NF-kB expr up	FLuc stim CS	PMI act hi M6P	TNAP act hi DEA	TNAP inh hiacc	bIAP act	FLuc inh counter	TNAP inh noacc	APP 5'UTR act	PMI act
O=C1N/C(=N/N=C/c2ccccc2)SC1(c1ccccc1)c1ccccc1	1.3	1	0.9	1.1	-8	1	1	-14	nt	0.9
CCOC(=O)CSc1nc(-c2ccccc2)nc2c1oc1ccccc12	1	1	1.1	1	-2	0.8	-2	-8	-15	1
COc1ccc(-c2cc(=O)[nH][nH]2)cc1	0.93	1.1	0.9	1	-4	1	-5	-14	-6	0.9
C=CCN(c1ccc(C(=O)Nc2ccc3c(c2)OCO3)cc1)S(C)(=O)=O	1.3	1	0.8	1	-5	0.9	2	-9	-10	0.9
CCOc1ccc(-c2nnc(-c3ccncc3)o2)cc1OCC	0.84	1.1	1	1.1	-6	1.1	-6	-6	14	1
COc1cccc(CN(CC2CCCO2)S(=O)(=O)c2ccc(S(=O)(=O)NCC3CCCO3)cc2)c1OC (configuration not stated)	0.87	1	1.2	1.1	-9	1.1	-4	-3	-15	1.1
O=C(Nc1ccccc1C(=O)O)c1ccc(Br)o1	1.7	0.9	1	1.1	-6	0.8	15	-13	16	1
Cc1cccc(NC(=O)/C(=C\c2ccco2)NC(=O)c2cccs2)c1	1.2	1	1	1	-5	0.9	2	-11	-1	1
CS(=O)(=O)N1CCN(C(=O)c2cc(-c3cccnc3)nc3ccc(Cl)cc23)CC1	0.65	1	1	1	-3	1.3	0	-2	8	1.1
Cc1ccc2nc(C3CCCN(C(=S)Nc4ccccc4C)C3)[nH]c2c1 (configuration not stated)	0.84	1	0.9	1	-1	1	-2	-1	-4	0.9
COc1ccc(/C=C(/NC(=O)c2ccccc2)c2nc3ccc(Cl)cc3[nH]2)cc1OC	0.54	1.1	0.8	1.1	-6	1.1	-5	-22	34	1

# (continued)
SMILES	NF-kB expr up	FLuc stim CS	PMI act hi M6P	TNAP act hi DEA	TNAP inh hiacc	bIAP act	FLuc inh counter	TNAP inh noacc	APP 5'UTR act	PMI act
Cc1ccccc1-n1c(C)n[nH]c1=S	1	1	1	1.1	-5	0.9	-4	-5	6	1
O=[N+]([O-])c1cc(/C=N\O)ccc1Oc1ccc(F)cc1	1.3	1	1	1	-2	1	-3	6	-23	1
C#Cc1ccc([C@H]2C=C(C(=O)NCc3ccccc3)O[C@@H](OCC)[C@@H]2CCCO)cc1	1.1	1	0.9	1	-4	1.1	-2	-8	1	0.9
CCOC(=O)CSc1nc2ccccc2c(=O)n1CC1CCCO1 (configuration not stated)	0.85	1.1	0.9	1.1	-6	0.9	-7	-14	5	1
CCOC(=O)c1c(NC(=O)Cn2nc(C(F)(F)F)cc2C)sc(C)c1C	1.3	1	1	1	-2	0.8	2	-8	10	0.9
COc1ccccc1Nc1nc2cc(C)ccc2cc1C#N	1	1.1	1	1.1	-5	0.9	-8	-6	-17	1
CC1CCN(C2CC(=O)N(c3ccccc3)C2=O)CC1 (configuration not stated)	0.88	1	1	1	-4	0.9	-3	-8	1	0.9
Cc1ccc(Nc2c(-c3ccccn3)nc3cccc(C)n23)cc1	0.53	1	1.2	1.1	-10	0.7	-4	-67	-67	1.1
O=C(c1ccccc1)N1CCn2c1nc1ccccc12	1.4	1	1	1	-3	1	1	-4	5	1
COc1cc(C(=O)NCCCN2CCCC2=O)cc(OC)c1OC	1	1.1	1	1	-5	1	-8	-12	6	1
Oc1ccc(Cl)cc1C1=NNC(c2ccc(Cl)cc2)C1 (configuration not stated)	1.3	1	1.1	0.9	5	0.7	2	-1	55	1.2
COc1ccc(N2CCN(S(=O)(=O)c3ccc(C(=O)NC4CCCC4)cc3)CC2)cc1	1.2	1.1	1.1	1	-3	1.1	-7	-12	-8	1.1
CC1CCCCN1S(=O)(=O)c1ccc(S(=O)(=O)N(Cc2ccccc2)Cc2ccco2)cc1 (configuration not stated)	0.97	1.1	0.9	1	-3	0.9	-7	-6	-58	0.9
Cc1nonc1OCCNc1ccc([N+](=O)[O-])cc1	1.4	1	0.9	0.9	10	2.2*	-2	-5	-10	0.9
CCCN1C2CCCC1CC(NC(=O)c1cc(OC)c(OC)c(OC)c1)C2 (configuration not stated)	0.97	1	0.9	1	-3	1.1	-5	-2	20	0.9
O=C(Nc1cccc(Cl)c1)NC1(C(=O)NCc2cccs2)CCCCC1	0.9	1.1	0.9	1.1	-7	1.1	-5	-22	2	0.9
O=C(Nc1ccccc1C(=O)NCc1cccnc1)c1cccc([N+](=O)[O-])c1	1.1	1	0.9	1	2	1	-1	-1	-5	0.9
CCOC(=O)CSc1nnc(CNc2ccc(Cl)cc2)n1Cc1ccccc1	0.89	1	1.1	0.9	6	0.9	-3	2	-4	1.1
COCCCNC(=O)c1ccc(N(C)S(=O)(=O)c2ccc(OC)cc2)cc1	1.3	1.1	1	1	-3	1	-12	4	-2	1
Cc1cccc(C)c1OCc1n[nH]c(=S)n1N	1.1	1.1	0.9	1	-4	0.9	-6	4	-19	0.8
Cn1c(CNC(=O)c2ccco2)nnc1SCC(=O)N1c2ccccc2Sc2ccccc21	1	1	1	1	-2	1	-3	-11	0	0.9
